# mHtt clearance = compounds clearing mutant huntingtin protein; inhibition, % at 1.5 µM; actives 0.42% (n = 47,000); HeLa Exon1htt(103Q)mCFP, aggregate imaging; zero = plate's median compound well;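 active = inhibition of aggregate fluorescence above about 70%, also judged a hit by eye on the cell image, limit read from the data, passing the limit was not always enough; inconclusive = no rule stated for this call; inactive = not judged a hit on image review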;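 note: cells exposed to compound for three days before fixation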
# mHtt clearance grain fraction = further read-out of mHtt clearance, marked with its call; fraction fluorescence in grains; measured here: aggregate grain fluorescence fraction; active compounds read low;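 scaled fraction of total cell fluorescence in grains with unit not stated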
# The depositor's hits bear a star; ? = inconclusive; . = no result given. These rows are one share of the data; rates above refer to the full screens.
SMILES,mHtt clearance,mHtt clearance grain fraction
CCOC(=O)c1ccccc1NC1c2ccccc2C(=O)N1c1cc(C)ccn1 (stereo not drawn),5.1,49.4
Cn1nnnc1SCC(=O)NCCc1ccc(Cl)cc1,-80.5,67.8
CCOC(=O)c1nc(N2CCN(C(=O)OCC)CC2)c2c3c(sc2n1)CCCC3,33.5,22.1
CN(C)c1nc(Nc2ccc(Cl)cc2)nc(OCC#N)n1,-79.3,31.9
COc1ccccc1N(CN1CCCC1=O)C(=O)c1c(F)cccc1Cl,-29.2,57.1
Cc1ccc(-c2nn(C)c(=O)c3ccccc23)cc1CNC(=O)CN1CCOCC1,10.6,19
CCOc1ccccc1N1CCN(Cc2cccc(OC)c2O)CC1,-26.6,21.4
O=S(=O)(CCc1nc2ccccc2o1)c1ccc(Cl)cc1,-34.2,23.5
CCc1c(C)nc2ncnn2c1N1CCC(C(=O)NCc2cccc(OC)c2)CC1,-20.4,23.5
COc1ccccc1-c1coc2c(CN3CCN(C)CC3)c(O)ccc2c1=O,21.3,17.4
CCCCC(=O)Nc1ccc2c(c1)C(=O)NC2=O,-15.3,55.7
COc1ccc(CN2C(=O)CCC2(C)C(=O)NC2CCCCCC2)cc1 (stereo not drawn),11.9,29.9
CCC(c1nnnn1Cc1cccs1)N1CCN(C2CCCC2)CC1 (stereo not drawn),8.1,18.6
Clc1ccc2c(Cl)c(-c3nnc(-c4ccccc4)o3)sc2c1,-2.6,21.1
CCCC(=O)Nc1nnc(SCC(=O)NCc2cccs2)s1,-2.0,39.5
O=C(CC1Sc2ccccc2NC1=O)OCC(=O)N1CCc2ccccc21 (stereo not drawn),1.4,17.7
CCOc1ccc(C(C)(O)CN2CCOCC2)cc1 (stereo not drawn),54.7,18
O=C(O)C1CCC(N2C(=O)C3CCCCC3C2=O)CC1 (stereo not drawn),-27.1,26.9
Cc1cccc2c1CC(C)(C)N=C2C1=C(O)CCCC1=O,10.2,18.7
COc1ccc(-c2cc(=O)n(-c3nc4ccccc4[nH]3)[nH]2)cc1,-11.9,19.6
CCOc1ccc(NC(=O)N2CCC(C(=O)c3ccc(F)cc3)CC2)cc1,45.5,21.1
CC1CCN(S(=O)(=O)c2cccc(C(=O)N(C)C3CCS(=O)(=O)C3)c2)CC1 (stereo not drawn),-18.6,19.1
O=C(NCCc1ccccc1)C(c1cccs1)N(C(=O)c1csnn1)C1CC1 (stereo not drawn),-10.7,43.4
COCCn1c(C)cc(C2=NNC(=Nc3ccc(Cl)cc3Cl)SC2)c1C,-10.3,43.6
Cc1ccc(S(=O)(=O)N2C(=O)CCC2C(=O)Nc2ccc3c(c2)OCCO3)cc1 (stereo not drawn),-23.9,25

# 3 compounds drawn at random from the list so far:
SMILES,mHtt clearance,mHtt clearance grain fraction
CCc1c(C)nc2ncnn2c1N1CCC(C(=O)NCc2cccc(OC)c2)CC1,-20.4,23.5
CCOC(=O)c1nc(N2CCN(C(=O)OCC)CC2)c2c3c(sc2n1)CCCC3,33.5,22.1
O=C(O)C1CCC(N2C(=O)C3CCCCC3C2=O)CC1 (stereo not drawn),-27.1,26.9

# Later entries.
SMILES,mHtt clearance,mHtt clearance grain fraction
Cn1cc(CN2CCN(c3ccccc3)CC2)c2ccccc21,63.6,12.2
CCOC(=O)c1c(-c2cccs2)csc1NC(=O)CN1CC(C)OC(C)C1 (stereo not drawn),-23.7,44.8
COc1cc(OC)cc(-c2nc3nc(C)c(CCC(=O)O)c(C)n3n2)c1,-38.1,27.8
CCCCN(C)CCCNC(=O)CS(=O)Cc1nc(-c2ccc(OC)c(OC)c2)oc1C (stereo not drawn),19.9,29.5
Cc1ccc(C)c(N2CCN(C(=O)CNS(=O)(=O)c3cccs3)CC2)c1,31.3,14.5
CN(C)c1ccc(CNn2cnnc2SCc2ccc(F)cc2)cc1,3.6,20.1
O=C(O)COc1ccc2occ(C(=O)c3ccccc3)c2c1,-15.7,19.9
COc1ccccc1CNC(=O)C1CCCN1S(=O)(=O)c1cccc2cccnc12 (stereo not drawn),-18.9,59.1
COc1ccc(OC)c(N2Cc3ccccc3C2)c1,-18.4,23.9
COc1cc2[nH]c(=S)n(N(C(C)=O)C(C)=O)c(=O)c2cc1OC,16.1,13.4
COc1ccccc1N1CCN(C(=O)C2CCN(S(=O)(=O)c3ccccc3)CC2)CC1,-46.9,59.6
N#Cc1c2n(c3c(=O)n(Cc4ccc(Cl)cc4)cnc13)CCCCC2,-83.4,82
CCc1ccccc1NC1=NCC(=O)N1Cc1ccccc1,-39.7,49
CN1CCC(OC(=O)COc2ccc(C(C)(C)C)cc2)CC1,-15.8,44.4
CCC(C(=O)OC)n1cnc2c(nnn2-c2cccc(Cl)c2)c1=O (stereo not drawn),-1.8,49.2
COC(=O)c1ccc(CNC(=O)CSc2nc3sc(C)c(C)c3c(=O)n2C)o1,35.2,12.1
Cc1cccc(C(=O)O)c1NC(=O)c1ccc(F)cc1,-37.4,25.6
Nc1ccc2c(c1)CCC2=O,19.0,15.5
COc1cc(OC)cc(-c2nc3cc(C)ccc3o2)c1,26.1,14.3
O=C(Nc1ccc(F)cc1)N1CCN(C/C=C/c2ccccc2)CC1,-14.3,23
O=C(NCc1ccco1)Nc1ccccc1Cl,27.9,12.4
Cn1cnnc1SCc1cccc(Br)c1,-49.8,65
CCC(C)C(=O)Nc1nc(C)c(-c2csc(Nc3cc(Cl)ccc3OC)n2)s1 (stereo not drawn),71.9*,10.9*
CS(=O)(=O)N1CCN(c2ccccc2NC(=O)CSc2ccc(Cl)cc2)CC1,-113.7,42.9
O=C(CN1CCN(C(=O)c2ccccc2)CC1)Nc1ncc(Br)cc1Br,51.4,9.8

# Reformatted field by field: part of the list above
compound: COc1cc2[nH]c(=S)n(N(C(C)=O)C(C)=O)c(=O)c2cc1OC
- mHtt clearance = 16.1
- mHtt clearance grain fraction = 13.4

compound: CCC(C)C(=O)Nc1nc(C)c(-c2csc(Nc3cc(Cl)ccc3OC)n2)s1 (stereo not drawn)
- mHtt clearance = 71.9*
- mHtt clearance grain fraction = 10.9*

compound: O=C(CN1CCN(C(=O)c2ccccc2)CC1)Nc1ncc(Br)cc1Br
- mHtt clearance = 51.4
- mHtt clearance grain fraction = 9.8

compound: N#Cc1c2n(c3c(=O)n(Cc4ccc(Cl)cc4)cnc13)CCCCC2
- mHtt clearance = -83.4
- mHtt clearance grain fraction = 82

# More entries
SMILES,mHtt clearance,mHtt clearance grain fraction
CN(C)c1ccc(C(C(=O)NC(C)(C)C)N(C(=O)c2csnn2)C2CC2)cc1 (stereo not drawn),61.0,15.9
O=C(NCCO)c1cc2ccccc2c(=O)s1,-5.4,43
CCOc1ccc(C(=O)NCCN(C)C)cc1,-47.9,28.8
O=C(O)c1ccc(COc2cccc(CO)c2)cc1,5.1,17.8
COc1ccc(CNC(=O)C(c2ccco2)N(C(=O)c2csnn2)c2cccc(C)c2C)cc1 (stereo not drawn),-51.9,29.4
COC(=O)CSc1nnc(CNC(=O)c2cccs2)n1-c1cccc(C)c1,-30.9,25.1
CCC(C)NC(=O)C1(C)CCC(=O)N1CCc1ccc(OC)c(OC)c1 (stereo not drawn),43.0,21.3
COc1cc(C)c(S(=O)(=O)Nc2ccccc2F)cc1C,-17.0,20.8
Cc1ccc(CC(=O)N2CC(C)OC(C)C2)cc1 (stereo not drawn),-22.8,53.3
CCc1ccc(NC(=O)CSc2nnc(Cc3cccn3C)n2-c2ccc(OC)cc2)cc1,-26.5,40.8
CCOC(=O)c1cc(CC)sc1NC(=O)c1cc(OCC)c(OCC)c(OCC)c1,-50.5,65.3
CC(C)(C)C(=O)Oc1cc(N)n(S(=O)(=O)c2ccc(F)cc2)n1,-9.2,44
CCOCCCNC(=O)c1ccc(CS(=O)(=O)Cc2ccc(C)cc2)o1,14.0,17.6
CC1=N/C(=C/c2ccc([N+](=O)[O-])cc2)C(=O)N1c1ccc(Cl)cc1Cl,-73.6,55.1
CCS(=O)(=O)N1CCCC(C(=O)NCCN(C)Cc2ccccc2)C1 (stereo not drawn),-15.0,49.7
CCC12CN3CC(CC)(CN(C1)C3c1ccccc1Cl)C2O (stereo not drawn),-57.4,47.1
COc1ccc(/C=N/OCc2nc3c4c(ncn3n2)Oc2ccc3ccccc3c2C4c2ccccc2)cc1 (stereo not drawn),4.5,41.4
Cc1ccc2nc(-c3ccncc3)cc(-c3ccccc3)c2c1,8.0,28.3
COc1ccccc1N1CCN(S(=O)(=O)/C=C/c2ccccc2)CC1,3.2,19.8
Nc1nnc(C(=O)c2ccccc2N)s1,5.4,19.1
CCN1CC2CCCC3(C1)C(=O)NC1(CCCCC1)N=C23 (stereo not drawn),-9.1,39.6
COCCNC(=O)C(c1ccco1)N(C(=O)Cn1nnc2ccccc21)c1cc(C)ccc1C (stereo not drawn),6.4,31.8
CCOc1ccc(C2C(C#N)=C(N)SC(N)=C2C#N)c(OCC)c1,-6.3,36.2
Cc1ccc(S(=O)(=O)N2CCN(C(=O)CSc3nc4ccccc4c(=O)[nH]3)CC2)c(C)c1,26.4,14.1
CCC(=O)Nc1cc(-c2nnc(OC)c3ccccc23)ccc1N1CCOCC1,-32.8,58.4
SMILES,mHtt clearance,mHtt clearance grain fraction
OCCCn1c(-c2ccccc2)n[nH]c1=S,36.5,12.1
CCOC(=O)COn1c(-c2cccc(Cl)c2)nc2ccc([N+](=O)[O-])cc21,18.2,34.4
O=C(O)c1cc(S(=O)(=O)N2CCCC2)ccc1Br,-31.3,55.7
O=C(c1ccc2ccccc2c1)N1CCN(c2ccccc2)CC1,43.3,10.4
COc1ccc(N2C(=O)c3cccc4cccc(c34)C2=O)nn1,?,.
CC(C)CC(C(=O)O)N(Cc1ccccc1)Cc1ccccc1 (stereo not drawn),-8.5,20.3
C=C(C)c1cccc(C(C)(C)NC(=O)NCCCN2CCCC2=O)c1,-44.8,29.9
CN(NC(=O)c1cccc(Cl)c1)c1nc(-c2ccccc2)nnc1C(F)(F)F,6.6,20
Cn1c(SCC(N)=O)nnc1-c1ccccc1,-6.5,40.6
O=C(O)c1ccc(Cl)c2c1C1C=CCC1C(c1ccccn1)N2 (stereo not drawn),-25.8,56.8
CCn1c(C(O)c2ccccc2)nc2ccccc21 (stereo not drawn),27.2,24.2
CCc1cccc(NS(=O)(=O)c2c(C)n[nH]c2C)c1,42.0,11.2
Cc1ccccc1-n1c(SCc2c(C)noc2C)nnc1-c1ccncc1,33.3,13.2
Cn1c(=S)[nH]c2cccnc21,42.5,11.6
Cc1ccccc1S(=O)(=O)Cc1ccc(C(=O)NC(C)c2ccc3c(c2)OCCO3)o1 (stereo not drawn),1.5,51.3
CCOC(=O)c1sc(C)c(C(=O)NC2CCCCC2)c1N,-26.9,50.2
CC(Sc1nnc(NC(=O)c2cc3ccccc3oc2=O)s1)c1ccccc1 (stereo not drawn),-60.9,77.8
CC(C)Cc1nnc(NC(=O)c2ccncc2)s1,-5.5,20.7
C=CCNC(=O)CCCOc1cccc(C)c1,-6.1,40.7
CC(C)Sc1ncnc2c1oc1ccccc12,-12.5,39.4
Cc1ccc(C(=O)C2(C)C3c4cc(Br)ccc4OC(=O)C32C(=O)c2ccco2)cc1 (stereo not drawn),-10.8,42.9

# A different layout for part of the listing above.
C=C(C)c1cccc(C(C)(C)NC(=O)NCCCN2CCCC2=O)c1
  mHtt clearance: -44.8
  mHtt clearance grain fraction: 29.9
CN(NC(=O)c1cccc(Cl)c1)c1nc(-c2ccccc2)nnc1C(F)(F)F
  mHtt clearance: 6.6
  mHtt clearance grain fraction: 20
Cn1c(SCC(N)=O)nnc1-c1ccccc1
  mHtt clearance: -6.5
  mHtt clearance grain fraction: 40.6

# Some of these compounds in order of heavy-atom count, smallest number first:
SMILES,mHtt clearance,mHtt clearance grain fraction
CC(C)CC(C(=O)O)N(Cc1ccccc1)Cc1ccccc1 (stereo not drawn),-8.5,20.3
CCOC(=O)COn1c(-c2cccc(Cl)c2)nc2ccc([N+](=O)[O-])cc21,18.2,34.4
Cc1ccccc1S(=O)(=O)Cc1ccc(C(=O)NC(C)c2ccc3c(c2)OCCO3)o1 (stereo not drawn),1.5,51.3

# Compound activity deposited in PubChem by Columbia University Molecular Screening Center.
